TEAD-YAP block: TEAD-YAP interaction inhibition; HEK-TIYL cells, TEAD-Gal4/YAP UAS-luciferase luminescence; 640,000 compounds, 1.4% hits; inhibition, % at 9.12 µM; AID 1259422; in the data active = inhibition above about 32%;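 note: 0% = median of test compound wells and 100% = reference inhibitor wells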
MITF primary: inhibitors of human MITF; AlphaScreen MITF homodimerization, bead proximity signal; inhibition, % at 2.6 µM; 650,000 compounds, 0.91% hits; in the data active = inhibition above about 50%;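 note: 0% = vehicle wells with protein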
Target sequence (O75030 whole entry, looked up): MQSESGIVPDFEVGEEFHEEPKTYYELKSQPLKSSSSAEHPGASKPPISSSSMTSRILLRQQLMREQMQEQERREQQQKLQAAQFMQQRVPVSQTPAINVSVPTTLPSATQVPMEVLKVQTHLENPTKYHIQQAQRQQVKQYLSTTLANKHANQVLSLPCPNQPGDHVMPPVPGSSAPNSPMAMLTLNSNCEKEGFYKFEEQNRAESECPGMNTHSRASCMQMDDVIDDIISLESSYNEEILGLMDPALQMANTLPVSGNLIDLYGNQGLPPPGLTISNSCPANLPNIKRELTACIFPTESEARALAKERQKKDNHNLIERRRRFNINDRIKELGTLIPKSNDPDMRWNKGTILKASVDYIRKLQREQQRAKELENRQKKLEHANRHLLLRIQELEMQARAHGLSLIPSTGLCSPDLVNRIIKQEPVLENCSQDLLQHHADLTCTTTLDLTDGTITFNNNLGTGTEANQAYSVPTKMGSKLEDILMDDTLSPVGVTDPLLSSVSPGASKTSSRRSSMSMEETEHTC
GPR151 activ: human GPR151 activation; Q8TDV0; PathHunter beta-arrestin GPR151 cells, luminescence; activation, % at 11.2 µM; 650,000 compounds, 1% hits; AID 1508602; in the data active = activation above about 4.9%;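 note: 0% = median of compound wells and 100% = cells with positive control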
Target sequence (Q8TDV0 whole entry, looked up): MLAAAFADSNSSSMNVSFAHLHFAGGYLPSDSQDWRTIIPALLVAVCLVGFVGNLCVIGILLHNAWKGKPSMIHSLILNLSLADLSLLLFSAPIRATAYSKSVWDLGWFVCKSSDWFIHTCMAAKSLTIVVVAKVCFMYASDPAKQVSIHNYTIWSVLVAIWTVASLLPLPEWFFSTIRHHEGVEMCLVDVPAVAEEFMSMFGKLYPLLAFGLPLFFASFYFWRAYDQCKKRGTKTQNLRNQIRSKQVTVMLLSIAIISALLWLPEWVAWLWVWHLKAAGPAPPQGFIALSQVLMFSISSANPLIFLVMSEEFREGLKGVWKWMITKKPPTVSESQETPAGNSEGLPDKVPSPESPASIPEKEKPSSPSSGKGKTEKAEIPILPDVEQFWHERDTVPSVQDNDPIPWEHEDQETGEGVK
FBW7 activator: human FBW7 E3 ligase activation, primary screen; AlphaScreen FBW7–phospho-cyclin E peptide binding, activator screen; Q969H0; normalized activity (activation), % at 26.1 µM; 650,000 compounds, 0.13% hits; in the data active = normalized activity above about 1.9%;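 note: purified mutant Fbw7 with reduced substrate affinity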
* marks the source's active call; other numbers are inactive results.

For Cc1noc(C)c1-c1nc(NCc2cccc(C(F)(F)F)c2)c2[nH]cnc2n1 the results were TEAD-YAP block -18, MITF primary 11, GPR151 activ 1.3 and FBW7 activator 0.0.
Screening Cc1nc2ccccc2n1CC1CCN(S(=O)(=O)c2ccccc2F)CC1 returned TEAD-YAP block 24, MITF primary -2, GPR151 activ -1.3 and FBW7 activator -0.1.
CCCNc1ccnc(Nc2ccccc2)n1 was read as TEAD-YAP block -31, MITF primary 13, GPR151 activ 1.0 and FBW7 activator -0.1.
Screening Cc1cc(NC(=O)Cc2cccs2)n(-c2ncnc3c2cnn3-c2cccc(Cl)c2)n1 returned TEAD-YAP block 7, MITF primary 7, GPR151 activ -1.5 and FBW7 activator 0.1.
`CC(NC(=O)C(C)(C)C)c1ccc(Br)cc1` (stereo unspecified) gave TEAD-YAP block 9, MITF primary 3, GPR151 activ -0.5 and FBW7 activator 0.7.
Screening CC1CCCCN1c1nc2c(S(=O)(=O)c3ccccc3)nnn2c2ccccc12 (stereo unspecified) returned TEAD-YAP block 6, MITF primary -3, GPR151 activ 0.1 and FBW7 activator 0.1.
COc1ccc(-c2oc3ncn4nc(COc5cccc6ccccc56)nc4c3c2-c2ccc(OC)cc2)cc1 was read as TEAD-YAP block 18, MITF primary 6, GPR151 activ 0.5 and FBW7 activator -0.1.
`Cc1[nH]c(=O)[nH]c(=O)c1S(=O)(=O)N1CCCC(C(=O)NCc2ccco2)C1` (stereo unspecified) gave TEAD-YAP block -2, MITF primary 3, GPR151 activ 0.0 and FBW7 activator 0.0.
For Cc1ccc(S(=O)(=O)C(NC=O)C(Cl)(Cl)Cl)cc1 (stereo unspecified) the results were TEAD-YAP block 12, MITF primary -2, GPR151 activ -1.0 and FBW7 activator 0.0.
`N[C@@H](Cc1cc(-c2ccc(Cl)cc2Cl)cc(CP(=O)(O)O)c1O)C(=O)O` gave MITF primary -20, GPR151 activ -1.1 and FBW7 activator -0.2.
For COc1ccc(C)cc1NC(=O)CN1CCOCC1 the results were TEAD-YAP block -3, MITF primary -4, GPR151 activ 3.2 and FBW7 activator 0.1.
`COc1ccc(NC(=O)CSc2nnc(-c3ccccc3)n2N)cc1` gave TEAD-YAP block 8, MITF primary 7, GPR151 activ 0.2 and FBW7 activator 0.0.
For O=C(COc1ccc(N2CCN(c3ccccn3)CC2)nn1)NCc1ccc2c(c1)OCO2 the results were TEAD-YAP block 15, MITF primary -18, GPR151 activ -1.4 and FBW7 activator 0.1.
COc1cccc(N2CCN(c3c(-c4ccc(C)cc4)c(=O)c3=O)CC2)c1 was read as TEAD-YAP block 66*, MITF primary 0, GPR151 activ 2.7 and FBW7 activator -0.2.
COc1ccc(-c2cccc3ccc(N4CCN(C(C)=O)CC4)nc23)c(OC)c1 was read as TEAD-YAP block 5, MITF primary 11, GPR151 activ 1.8 and FBW7 activator 0.5.
For CC1=C(C(=O)Nc2cccc(C(F)(F)F)c2)C(c2ccccn2)C2=C(CCCC2=O)N1 (stereo unspecified) the results were TEAD-YAP block -8, MITF primary 11, GPR151 activ 0.2 and FBW7 activator 0.0.
Screening NC(=O)Cn1cnc2c(nnn2Cc2ccc(Cl)cc2)c1=O returned TEAD-YAP block 4, MITF primary 11, GPR151 activ 0.6 and FBW7 activator 0.0.
Cc1c(Cl)cccc1NC(=O)C1CCCN1S(=O)(=O)c1cccc2cccnc12 (stereo unspecified) was read as TEAD-YAP block 8, MITF primary 18, GPR151 activ -0.6 and FBW7 activator 0.4.
Screening O=C1c2ccccc2C(=O)N1CCc1nc(=S)[nH][nH]1 returned TEAD-YAP block -1, MITF primary 8, GPR151 activ 0.4 and FBW7 activator 0.0.
For O=C(Cc1c(O)c2ccccc2[nH]c1=O)NCc1ccco1 the results were TEAD-YAP block -3, MITF primary 3, GPR151 activ -0.5 and FBW7 activator 0.0.
c1cncc(CNc2nc(NC3CC3)c3[nH]cnc3n2)c1 was read as TEAD-YAP block 6, MITF primary 4, GPR151 activ 0.9 and FBW7 activator 0.0.
Fc1ccc(C2=CC(c3cccs3)n3ncnc3N2)cc1 (stereo unspecified) was read as TEAD-YAP block -8, MITF primary 10, GPR151 activ -0.6 and FBW7 activator -0.2.
For COc1ccc(-c2cc(CC(=O)NCc3ccc(Cl)cc3)no2)cc1OC the results were TEAD-YAP block 47*, MITF primary -1, GPR151 activ 1.7 and FBW7 activator 0.4.
`CC(=O)c1c(-c2ccccc2)[nH]c2ccccc12` gave TEAD-YAP block 46*, MITF primary 5, GPR151 activ 4.3 and FBW7 activator 0.0.
`CC(=O)c1ccc(S(=O)(=O)Nc2ccc(-c3cn4c(n3)SCC4)cc2)cc1` gave TEAD-YAP block -3, MITF primary -2, GPR151 activ -0.7 and FBW7 activator -0.1.
Cc1ccccc1-n1c(SCC(=O)NC(C)(C)C)nnc1-c1cccnc1 was read as TEAD-YAP block 10, MITF primary 5, GPR151 activ 0.4 and FBW7 activator 0.2.
`CCNC(=O)C1CCCN(c2nc(C)cc(C)n2)C1` (stereo unspecified) gave TEAD-YAP block 7, MITF primary 13, GPR151 activ -0.7 and FBW7 activator 0.2.
COc1c(CO)cc(CO)cc(CO)c1=O was read as TEAD-YAP block -4, MITF primary 18, GPR151 activ -0.1 and FBW7 activator 0.0.
`C/C(CC(=O)Nc1cc(C)ccn1)=N\NC(=O)c1ccc(C)cc1` gave TEAD-YAP block -24, MITF primary -1, GPR151 activ 0.4 and FBW7 activator -0.2.
For O=C(NC1CCN(Cc2ccccc2)CC1)c1ccc2nc(NC3CCC(O)CC3)sc2c1 (stereo unspecified) the results were TEAD-YAP block 6, MITF primary 4, GPR151 activ 0.6 and FBW7 activator -0.1.
For COc1ccc(-c2[nH]ncc2C(=O)N2CCCCC2)cc1 the results were TEAD-YAP block 10, MITF primary 0, GPR151 activ 0.1 and FBW7 activator -0.4.
Screening COc1ccc(C(=O)NCCc2cccc(Cl)c2)c(OC)c1 returned TEAD-YAP block -29, MITF primary 2, GPR151 activ 1.6 and FBW7 activator 0.1.
For O=C(NCCc1ccccc1)c1cc(S(=O)(=O)N2CCOCC2)ccc1Sc1ccc(F)cc1 the results were TEAD-YAP block 0, MITF primary -8, GPR151 activ 1.2 and FBW7 activator 0.0.
For CC(C)COc1ccccc1/C=C1\NC(=S)NC1=O the results were TEAD-YAP block -9, MITF primary -5, GPR151 activ -1.3 and FBW7 activator -0.1.
For CC(NC(=O)Cn1cncn1)c1ccccc1 (stereo unspecified) the results were TEAD-YAP block 0, MITF primary 1, GPR151 activ 1.1 and FBW7 activator -0.1.
CCCCOc1ccc(/C=N\NC(=O)C(OC)c2ccccc2)cc1 (stereo unspecified) was read as TEAD-YAP block 6, MITF primary 17, GPR151 activ -0.7 and FBW7 activator 0.6.
CC1CN(C(=S)NC(=O)c2ccc(F)cc2)CC(C)O1 (stereo unspecified) was read as TEAD-YAP block -2, MITF primary 1, GPR151 activ 1.2 and FBW7 activator 0.2.
Screening CC(=O)O[C@]1(C(C)=O)CC[C@H]2[C@@H]3C[C@H](C)C4=CC(=O)CC[C@]4(C)[C@H]3CC[C@@]21C returned MITF primary -8, GPR151 activ -1.9 and FBW7 activator 0.0.
`CCc1nn(C(C)C(=O)N2CCc3ccccc3C2)c(=O)c2cc3occc3n12` (stereo unspecified) gave TEAD-YAP block -5, MITF primary -9, GPR151 activ 1.1 and FBW7 activator 0.0.
`CCOc1ccccc1/C=N/Nc1ccc(Cl)nn1` gave TEAD-YAP block 0, MITF primary 6, GPR151 activ -1.4 and FBW7 activator -0.2.
Screening Cc1nc2sc3c(c2c2nnc(SCC(=O)NC4CC4)n12)CCC(C)C3 (stereo unspecified) returned TEAD-YAP block -1, MITF primary 9, GPR151 activ -1.0 and FBW7 activator 0.0.
Cc1ccc(S(=O)(=O)N(C)CC(=O)Nc2ccc(C(F)(F)F)cc2)cc1 was read as TEAD-YAP block 4, MITF primary 22, GPR151 activ -0.7 and FBW7 activator 0.5.
Screening O=C(NNC(=O)C12CC3CC(CC(C3)C1)C2)C1CC2C=CC1C2 (stereo unspecified) returned TEAD-YAP block -6, MITF primary -2, GPR151 activ -1.3 and FBW7 activator -0.1.
For CC(=O)Nc1cccc(NC(=O)c2cc(C)c(-c3ccccc3)s2)c1 the results were TEAD-YAP block -40, MITF primary 13, GPR151 activ -0.8 and FBW7 activator 0.0.
`Cc1ccc(C(=O)NCC(c2ccco2)N2CCc3ccccc3C2)cc1[N+](=O)[O-]` (stereo unspecified) gave TEAD-YAP block -1, MITF primary 12, GPR151 activ -0.2 and FBW7 activator -0.1.
`O=C(NCCN1CCOCC1)c1csc2c1CCCC2` gave TEAD-YAP block -7, MITF primary 2, GPR151 activ 0.2 and FBW7 activator 0.0.
For COCCSc1nnc(-c2ccccc2O)n1C the results were TEAD-YAP block -6, MITF primary -2, GPR151 activ -0.5 and FBW7 activator 0.0.
`OC1CCN(c2cc(-c3cccc(C(F)(F)F)c3)nc(-c3ccncc3)n2)CC1` gave TEAD-YAP block 16, MITF primary 6, GPR151 activ 1.8 and FBW7 activator 0.1.
Screening Cc1ccc2c(C)nc(N3CCCC(NCC4OCCc5ccccc54)CC3)nc2c1 (stereo unspecified) returned TEAD-YAP block 10, MITF primary 6, GPR151 activ 0.6 and FBW7 activator 1.2.
CN(C)c1ccc(C=C2C(=O)NC(=S)NC2=O)o1 was read as TEAD-YAP block -1, MITF primary -4, GPR151 activ -0.2 and FBW7 activator -0.1.

Random excerpt: 2 compounds from above, in no set order.
Cc1ccc(S(=O)(=O)N(C)CC(=O)Nc2ccc(C(F)(F)F)cc2)cc1 was read as TEAD-YAP block 4, MITF primary 22, GPR151 activ -0.7 and FBW7 activator 0.5.
Screening O=C(NNC(=O)C12CC3CC(CC(C3)C1)C2)C1CC2C=CC1C2 (stereo unspecified) returned TEAD-YAP block -6, MITF primary -2, GPR151 activ -1.3 and FBW7 activator -0.1.

Back to the main list, repeating the 6 entries before the break.
`Cc1ccc(C(=O)NCC(c2ccco2)N2CCc3ccccc3C2)cc1[N+](=O)[O-]` (stereo unspecified) gave TEAD-YAP block -1, MITF primary 12, GPR151 activ -0.2 and FBW7 activator -0.1.
`O=C(NCCN1CCOCC1)c1csc2c1CCCC2` gave TEAD-YAP block -7, MITF primary 2, GPR151 activ 0.2 and FBW7 activator 0.0.
For COCCSc1nnc(-c2ccccc2O)n1C the results were TEAD-YAP block -6, MITF primary -2, GPR151 activ -0.5 and FBW7 activator 0.0.
`OC1CCN(c2cc(-c3cccc(C(F)(F)F)c3)nc(-c3ccncc3)n2)CC1` gave TEAD-YAP block 16, MITF primary 6, GPR151 activ 1.8 and FBW7 activator 0.1.
Screening Cc1ccc2c(C)nc(N3CCCC(NCC4OCCc5ccccc54)CC3)nc2c1 (stereo unspecified) returned TEAD-YAP block 10, MITF primary 6, GPR151 activ 0.6 and FBW7 activator 1.2.
CN(C)c1ccc(C=C2C(=O)NC(=S)NC2=O)o1 was read as TEAD-YAP block -1, MITF primary -4, GPR151 activ -0.2 and FBW7 activator -0.1.
Screening COc1ccc(-c2c(C)c3ccc(O)cc3oc2=O)cc1OC returned TEAD-YAP block 0, MITF primary -1, GPR151 activ -1.1 and FBW7 activator 0.1.
Cc1cc(C)c(/C=N/N2C(=O)c3ccccc3C2=O)c(C)c1 was read as TEAD-YAP block 4, MITF primary -7, GPR151 activ -1.0 and FBW7 activator 0.0.
For c1cc(Nc2ccc3c(c2)OCO3)nc(Nc2ccc(N3CCOCC3)cc2)n1 the results were TEAD-YAP block 71*, MITF primary 2, GPR151 activ 5.1* and FBW7 activator -0.2.
CCCC1c2ccc(C)n2CCN1C(=O)Nc1ccc(CC(=O)OCC)cc1 (stereo unspecified) was read as TEAD-YAP block -2, MITF primary 12, GPR151 activ 2.5 and FBW7 activator 0.1.
For O=C(Nc1ccc([N+](=O)[O-])cc1Br)c1cccc2ccccc12 the results were TEAD-YAP block 1, MITF primary -8, GPR151 activ 1.2 and FBW7 activator 0.0.
Screening C=CCNC(=O)C(=O)Nc1ccc(F)cc1 returned TEAD-YAP block -51, MITF primary 6, GPR151 activ -1.8 and FBW7 activator 0.1.
For CC1CCN(c2c(NCc3ccc(C(=O)NCc4cccs4)cc3)c(=O)c2=O)CC1 the results were TEAD-YAP block 9, MITF primary 8, GPR151 activ -0.1 and FBW7 activator 0.0.
O=C(CNC(=O)c1cccs1)NCc1cccs1 was read as TEAD-YAP block 8, MITF primary 5, GPR151 activ 0.0 and FBW7 activator 0.0.
COCCN(CCOC)C(=O)C1CCCCN1S(=O)(=O)c1ccc(C)cc1 (stereo unspecified) was read as TEAD-YAP block 13, MITF primary -4, GPR151 activ 1.1 and FBW7 activator -0.1.
Screening Cc1ccc(NC(=O)CN2C(=O)N/C(=C/c3cc(C)n(-c4ccccn4)c3C)C2=O)cc1 returned TEAD-YAP block 14, MITF primary 15, GPR151 activ -1.2 and FBW7 activator 0.1.
CCOC(=O)Cn1c(=O)c2c(nc3n(-c4ccccc4)c(-c4ccccc4)cn23)n(C)c1=O was read as TEAD-YAP block -4, MITF primary -9, GPR151 activ -1.8 and FBW7 activator 0.5.
For Cc1ccc(C(=O)NNC(=O)[C@@H](NC(=O)c2cccc(C)c2)C(C)C)cc1 the results were TEAD-YAP block -3, MITF primary 9, GPR151 activ -0.2 and FBW7 activator 0.1.
CCN1C(=O)c2cccc3c(S(=O)(=O)NCCC4=CCCCC4)ccc1c23 was read as TEAD-YAP block 5, MITF primary -22, GPR151 activ -1.4 and FBW7 activator 0.1.
`CCc1sc(C(=O)NNC(=O)Cn2[nH]c(=O)c3ccccc3c2=O)cc1C` gave TEAD-YAP block 1, MITF primary 0, GPR151 activ 1.7 and FBW7 activator 0.2.
For CCOC(=O)C1=C(C)NC(=O)N(C(C)=O)C1c1ccc2c(c1)OCO2 (stereo unspecified) the results were TEAD-YAP block 1, MITF primary -7, GPR151 activ 0.7 and FBW7 activator 0.1.

Bioassay records: PubChem BioAssay, The Scripps Research Institute Molecular Screening Center
